Screening data (PubChem)
HT1080NT lethal = kills 2HG-producing HT-1080-NT fibrosarcoma cells; HT-1080-NT fibrosarcoma viability, CellTiter-Glo ATP luminescence, 48 h; Potency, µM (series often up to 46.1 µM), for inactives: at the top dose activity, negative = less viability, hits mostly cytotoxic; 360,000 compounds, 1.6% hits; AID 686970;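 also: NT is the 2HG producing partner of a matched IDH1 knockdown line; potency is read from the fitted curve at half-maximal effect; 0% = DMSO-treated cells and -100% = media-only wells without cells; nearly all actives have a fitted effect of over 55% in size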
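750 cells/well, RPMI + 5% FBS; 2 h settle, compound pin-transfer, 48 h at 37 degrees C. CellTiter-Glo 10 min RT, luminescence. Normalized to DMSO and media-only wells.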
MCF10A rereplic = inducers of DNA re-replication in MCF 10A breast cells | MCF 10A DNA re-replication, Hoechst nuclear intensity, 48 h | Potency, µM (doses to about 46.1 µM), without a hit: top-dose activity, positive = re-replication, usual class: activators | 350,000 compounds, 2.9% hits | AID 624296; also: potency is read from the fitted curve at half-maximal effect; % of control where 0% means no effect; nearly all actives have a fitted effect of over 50% in size
HEK293 tox = cytotoxic in the GLP-1 receptor inverse agonist counter-screen. AID 624418. HEK293 cAMP-luciferase reporter cells, luminescence, 24 h. 410,000 compounds, 0.13% hits. Potency, µM (doses to about 38.3 µM), for inactives: top-dose activity change, negative = inhibition, actives largely listed as inhibitors;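 also: loss of luciferase light is scored as toxicity; potency is read from the fitted curve at half-maximal effect; % is scaled to controls: 0 for no effect and ±100 for the full control effect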
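Quantitative HTS format, 1536 wells, 200 cells/uL seeded. Compounds: 23 nL, 24 h, 37 °C. Detection: luciferase reagent, luminescence at 12 min RT; decreased signal taken as cytotoxic.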
D3 ag = activates the human D3 dopamine receptor | P35462 | D3R DiscoveRx beta-arrestin cells, luminescence, 90 min | max activation, % | 410,000 compounds, 0.58% hits; in the data active = max activation above about 30%; also: 0% is about no effect; mostly tested at two doses, the higher about 12 µM
Target sequence (P35462 whole entry, looked up): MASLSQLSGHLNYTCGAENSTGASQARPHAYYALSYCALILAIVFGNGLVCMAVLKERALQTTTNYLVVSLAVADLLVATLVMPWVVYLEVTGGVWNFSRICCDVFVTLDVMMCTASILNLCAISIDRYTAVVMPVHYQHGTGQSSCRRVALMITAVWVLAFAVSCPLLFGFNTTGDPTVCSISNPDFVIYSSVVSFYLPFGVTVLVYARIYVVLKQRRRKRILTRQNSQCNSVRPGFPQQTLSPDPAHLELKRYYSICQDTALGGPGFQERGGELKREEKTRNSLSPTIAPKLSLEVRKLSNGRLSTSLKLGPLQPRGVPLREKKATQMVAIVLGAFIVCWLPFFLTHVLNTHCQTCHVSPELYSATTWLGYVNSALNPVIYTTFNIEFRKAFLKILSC
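Agonist-mode cell screen: cells plated at 1500/well and incubated overnight at 37 °C, then exposed to library compounds for 90 min at 37 °C. Detection reagent was added for 30–60 min at room temperature, and luminescence was read.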
KB-V1 cytotox = KB-V1 MDR subline cytotoxicity; KB-V1 MDR cells viability, CellTiter-Glo, 72 h; Potency, µM (top dose mostly 46.1 µM), for inactives: at the top dose activity change, negative = cytotoxicity, usual class: cytotoxic; 400,000 compounds, 3.4% hits; AID 1347076; also: potency is read from the fitted curve at half-maximal effect; % is scaled to controls: 0 for no effect and ±100 for the full control effect; nearly all actives have a fitted effect of over 60% in size
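Cells of the MDR subline KB-V1 are plated, dosed with compound at multiple concentrations, and incubated 72 h at 37 degrees C; CellTiter-Glo is then added and luminescence read after 10 min.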
SW480 rerep = DNA re-replication induction in SW480 cells | Potency, µM (top dose mostly 46.1 µM), for inactives: top-dose re-replication activation, hits mostly activators | 340,000 compounds, 1.8% hits | SW480 DNA re-replication, Hoechst DNA content imaging, 48 h; also: potency is read from the fitted curve at half-maximal effect; % of control where 0% means no effect; nearly all actives have a fitted effect of over 55% in size
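Cells (250 per well) received 23 nL compound or DMSO by pin tool and were kept 48 hr at 37 C, 5% CO2. Nuclei were then stained with Hoechst for 40 min and scanned for DNA content.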
IL1B secr inh = inflammasome signaling inhibition, IL-1 beta readout. THP-1 LPS/ATP IL-1B secretion, AlphaLISA, 16 h; hits give low values. activity change, % at 57.5 µM. 360,000 compounds, 4.7% hits; in the data active = activity change below about -50%; inconclusive = mostly about -30% to -49%; also: % is scaled to controls: 0 for no effect and ±100 for the full control effect
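Secreted IL-1B measured by AlphaLISA bead assay after 16 h compound exposure of THP-1 cells; compounds (final up to 57.5 uM) added 1 h before LPS (250 ng/mL) and ATP (1.25 mM) stimulation; lower signal means less secretion.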
KB-3-1 tox = KB-3-1 parental cell cytotoxicity; KB-3-1 viability, CellTiter-Glo ATP luminescence, 72 h; Potency, µM (series often up to 46.1 µM), for inactives: at the highest dose activity change, negative = cytotoxic, usual class: cytotoxic; 400,000 compounds, 1.4% hits; AID 1347075; also: potency is read from the fitted curve at half-maximal effect; % is scaled to controls: 0 for no effect and ±100 for the full control effect; nearly all actives have a fitted effect of over 60% in size
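Using CellTiter-Glo luminescence, growth of non-resistant KB-3-1 adenocarcinoma cells is assessed 72 h after pin-tool compound addition at 37 °C. Normalized responses across the concentration series yield fitted curves.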
HT1080 IDH1KD tx = HT-1080 IDH1 knockdown cell toxicity (counter line). HT-1080 IDH1 knockdown viability, ATP luminescence, 48 h. Potency, µM (top dose mostly 46.1 µM), for the others: at the top dose activity, negative = toxicity, usual class: cytotoxic. 360,000 compounds, 2% hits;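 also: potency is read from the fitted curve at half-maximal effect; 0% = DMSO wells and -100% = cell-free medium wells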
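Knockdown cells (IDH1KD HT-1080) received compounds 2 h after plating at 750 cells/well and were kept 48 h at 37 °C in 5% FBS RPMI. A CellTiter-Glo luminescence read gave % activity for curve fitting.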
The depositor's hits bear a star; ? = inconclusive; . = not tested or not shown; [ ] = dose if it differs, or a comment. Unless noted, calls follow the shape of the dose curve; as a rule, active = well fitted curve in the direction sought with a large enough effect; inconclusive = small, poorly fitted or top-dose-only effect, or another doubt; inactive = no such curve, though single readings can be large; an effect the other way counts as inactive or inconclusive.

1. CCc1c(C)sc(NC(=O)CC#N)c1C#N
2. CCS(=O)(=O)N1CCC(C(=O)NCCN2CCN(Cc3ccccc3)CC2)CC1
3. CCOc1ccc(NC(=O)C2CCN(S(=O)(=O)c3cc(-c4noc(C)n4)ccc3C)CC2)cc1
4. O=C1NC[C@H](CCCCN2C[C@@H](Cc3ccccc3)N(CC3CCCCC3)C(=O)C2=O)N(CCC2CCCCC2)C1=O
5. Cc1cccnc1NC1(C(F)(F)F)N=C(c2ccccc2)NC1=O (stereo not drawn)
6. O=C(NCc1ccc2c(c1)OCO2)c1ccco1
7. Cc1ccccc1NC(=O)CCNC(=O)Cn1ccc2ccccc2c1=O
8. C=CCC1(CC=C)CC(Cc2cnccn2)N(C(=O)OC(C)(C)C)C1 (stereo not drawn)
Screen / compound no.	1	2	3	4	5	6	7	8
D3 ag	2	-22	-9	-5	14	-1	-10	0
HT1080 IDH1KD tx	?	9%	.	-25%	17%	1%	.	7%
IL1B secr inh	24	13	.	-1	12	20	.	11
HEK293 tox	3%	5%	-6%	-23%	9%	-4%	3%	-20%
KB-V1 cytotox	-26%	-10%	-4%	0%	?	0%	0%	-14%
HT1080NT lethal	-13%	0%	.	-20%	0%	6%	.	18%
MCF10A rereplic	9%	?	.	.	3%	-1%	.	.
KB-3-1 tox	1%	4%	-10%	?	-18%	10%	0%	0%
SW480 rerep	5%	-12%	.	.	-1%	-2%	.	.

Given as a markdown table: two of the compounds above
| no. | SMILES | D3 ag | HT1080 IDH1KD tx | IL1B secr inh | HEK293 tox | KB-V1 cytotox | HT1080NT lethal | MCF10A rereplic | KB-3-1 tox | SW480 rerep |
| --- | --- | --- | --- | --- | --- | --- | --- | --- | --- | --- |
| 7 | Cc1ccccc1NC(=O)CCNC(=O)Cn1ccc2ccccc2c1=O | -10 | . | . | 3% | 0% | . | . | 0% | . |
| 8 | C=CCC1(CC=C)CC(Cc2cnccn2)N(C(=O)OC(C)(C)C)C1 (stereo not drawn) | 0 | 7% | 11 | -20% | -14% | 18% | . | 0% | . |

The main list resumes; the 3 compounds before the break are reprinted first.
6. O=C(NCc1ccc2c(c1)OCO2)c1ccco1
7. Cc1ccccc1NC(=O)CCNC(=O)Cn1ccc2ccccc2c1=O
8. C=CCC1(CC=C)CC(Cc2cnccn2)N(C(=O)OC(C)(C)C)C1 (stereo not drawn)
9. CC(OC(=O)CSCC(=O)Nc1ccc(Cl)cc1)C(=O)N(C)Cc1ccccc1 (stereo not drawn)
10. O=C(Nc1ccccn1)C1CCN(C(=O)c2ccc(F)cc2)CC1
11. Cc1ccc(S(=O)(=O)c2nnn3c2nc(N2CCN(c4ccccc4F)CC2)c2cc(Cl)ccc23)cc1C
12. O=S1(=O)CC(N2CCN(c3ccccn3)CC2)CN1Cc1ccc(F)cc1 (stereo not drawn)
13. CSc1ccccc1NC(=O)Nc1cccc2ccccc12
14. CC(NC(=O)CN1CCN(S(=O)(=O)c2ccc(Br)cc2)CC1)c1ccccc1 (stereo not drawn)
15. CC(C)(C)C(=O)NC1CCN(S(=O)(=O)c2cccc(C(F)(F)F)c2)CC1
16. COc1ccc(-c2nnn(CC(=O)N(Cc3ccc(F)cc3)C(C(=O)NC3CCCC3)c3ccc(F)cc3)n2)cc1 (stereo not drawn)
Screen / compound no.	6	7	8	9	10	11	12	13	14	15	16
D3 ag	-1	-10	0	-10	-1	4	13	-11	2	1	-11
HT1080 IDH1KD tx	1%	.	7%	5%	8%	.	13%	-3%	2%	1%	-3%
IL1B secr inh	20	.	11	-5	-3	.	-7	48	8	?	25
HEK293 tox	-4%	3%	-20%	-8%	3%	-3%	2%	-4%	8%	14%	-13%
KB-V1 cytotox	0%	0%	-14%	-5%	-9%	0%	-25%	18%	-8%	-17%	?
HT1080NT lethal	6%	.	18%	-1%	1%	.	5%	-8%	6%	-9%	?
MCF10A rereplic	-1%	.	.	?	1%	.	.	29%	-2%	14%	?
KB-3-1 tox	10%	0%	0%	-2%	0%	18%	0%	-4%	9%	3%	-8%
SW480 rerep	-2%	.	.	-1%	-1%	.	.	3%	?	-7%	-1%

17. O=C(CN1CCN(S(=O)(=O)c2ccccc2F)CC1)NC1CCCC1
18. CN(c1ccccc1C(=O)N1CCN(c2cccc(Cl)c2)CC1)S(C)(=O)=O
19. COC(=O)C[C@H]1C=C[C@@H](NS(=O)(=O)c2ccccc2)[C@@H](CO)O1
20. CCc1ccc(Cn2nnc(C(=O)Nc3cccc(C)c3)c2N)cc1
21. O=C(NN1C(=O)C2C3C=CC([C@@H]2C1=O)C31CC1)c1ccccc1 (stereo partly drawn)
22. COc1ccc(C2c3ccsc3CCN2C(=O)NC(C)(C)C)cc1 (stereo not drawn)
23. Cc1c(Cl)cccc1-c1ccc(/C=N/n2cnnc2)o1
24. CCC(C)(C)C1CCC(=NNC(=S)Nc2ccccc2)CC1 (stereo not drawn)
Screen / compound no.	17	18	19	20	21	22	23	24
D3 ag	-4	-1	3	-12	3	-11	-1	-13
HT1080 IDH1KD tx	12%	1%	9%	1%	2%	-4%	-4%	-8%
IL1B secr inh	22	9	-7	-16	24	0	0	-5
HEK293 tox	6%	-7%	8%	2%	-2%	13%	12%	6%[7.66 µM]
KB-V1 cytotox	?	?	9%	-12%	1%	-24%	2.9µM*	-6%
HT1080NT lethal	?	1%	9%	0%	4%	-10%	-2%	2%
MCF10A rereplic	-1%	0%	.	0%	-3%	-1%	6%	4%
KB-3-1 tox	-7%	21%	8%	-9%	7%	-18%	?	-2%
SW480 rerep	?	-5%	.	-8%	-24%	-4%	?	13%

25. C/C(=N/OC(=O)CC(C)C)c1cc(-c2ccc(Cl)cc2)no1
26. CSc1cccc(NC(=O)C(C)C)c1
27. CC(NC(=O)c1cc(-c2ccncc2)nc2ccc(Br)cc12)C1CCCO1 (stereo not drawn)
28. O=c1/c(=C\c2cccnc2)sc2nc3ccccc3n12
29. Cc1cc(C)n2c(=O)c3ccc(Cl)cc3nc2c1C#N
30. Fc1ccc(-c2nc3ccncc3[nH]2)cc1
31. Cc1c(NC(=O)c2ccc([N+](=O)[O-])o2)cccc1-c1nc2ncccc2o1
32. O=C(O)CC(Cn1cnnn1)c1ccccc1 (stereo not drawn)
Screen / compound no.	25	26	27	28	29	30	31	32
D3 ag	12	4	-8	21	-3	-5	6	5
HT1080 IDH1KD tx	17%	8%	3%	8%	16%	-4%	?	7%
IL1B secr inh	-16	11	13	19	14	-5	-103*	8
HEK293 tox	-11%	4%	8%	2%	35%[activator]	-9%	-11%	5%
KB-V1 cytotox	-28%	20%	-28%	-19%	-18%	-12%	?	25%
HT1080NT lethal	6%	1%	-6%	24%	2%	-7%	9.2µM*	-1%
MCF10A rereplic	-1%	2%	4%	5%	?	-5%	?	?
KB-3-1 tox	?	29%	18%	17%	-3%	-7%	?	7%
SW480 rerep	-5%	-13%	1%	-3%	?	-2%	?	-5%

33. O=C(N/N=C/C=C/c1ccccc1[N+](=O)[O-])c1cccs1
34. CC(C)C(NC(=O)C1CCC(C(C)(C)C)CC1)C(=O)NCCCN1CCCCC1 (stereo not drawn)
35. O=C1NC2CCc3nc4ccccc4c(=O)n3C2=Nc2ccccc21 (stereo not drawn)
36. Cc1nc2c(C(=O)NCCc3ccccc3)c[nH]n2c(=O)c1Cl
37. COc1ccc(CN2CCNC(=O)C2CC(=O)NCc2cn3ccc(C)cc3n2)c(OC)c1 (stereo not drawn)
38. Cc1ccc(N/C(CSC(N)=O)=N\S(=O)(=O)c2ccc(C)cc2)cc1
39. COc1nnc(OC)c2ccccc12
40. Cc1onc(C(=O)N2CCC(C(N)=O)CC2)c1-c1ccccc1Cl
Screen / compound no.	33	34	35	36	37	38	39	40
D3 ag	-10	11	17	10	-5	-3	7	-3
HT1080 IDH1KD tx	19%	5%	-1%	5%	12%	1%	8%	3%
IL1B secr inh	4	-26	-12	31	-17	-1	7	3
HEK293 tox	-11%	-8%	-31%	5%	12%	6%	1%	-14%
KB-V1 cytotox	?	1%	-15%	0%	3%	-11%	3%	8%
HT1080NT lethal	13%	?	-4%	4%	-1%	-4%	0%	5%
MCF10A rereplic	?	2%	1%	-18%	-10%	-2%	10%	?
KB-3-1 tox	2%	4%	0%	1%	5%	-4%	0%	0%
SW480 rerep	-8%	-6%	-38%[inhibitor]	-5%	-6%	-6%	4%	-2%

41. CC(C)[C@@H]1Cc2[nH]n(C)c(=O)c2[C@H](c2ccc(Cl)cc2)O1
42. COc1ccc(N(C(C)C(=O)N/N=C(\C)C(C)(C)C)S(C)(=O)=O)cc1 (stereo not drawn)
43. CC(C)C(=O)N=C1NC(=O)CS1
44. Cc1c(C(=O)OC(C)C)sc(NC(=O)c2cccnc2)c1C#N
45. OCCC1CN(Cc2cccn2-c2cccnc2)CCN1Cc1ccccc1 (stereo not drawn)
46. O=C(Nc1ccccc1[N+](=O)[O-])C1=C(O)CCn2c1nc1ccccc12
Screen / compound no.	41	42	43	44	45	46
D3 ag	0	2	0	-1	-6	6
HT1080 IDH1KD tx	4%	10%	-7%	-22%	15%	?
IL1B secr inh	-2	41	11	38	10	-7
HEK293 tox	3%	5%	2%	-5%	5%	3%
KB-V1 cytotox	-1%	-17%	7%	-24%	23%	0%
HT1080NT lethal	15%	-1%	-12%	-9%	4%	14%
MCF10A rereplic	.	6%	11%	?	6%	?
KB-3-1 tox	-2%	0%	0%	?	9%	0%
SW480 rerep	.	-22%	-1%	1%[9.22 µM]	1%	-2%
